Compound activity as filed in PubChem BioAssay.
ATXN viability – cell viability loss in ATXN counter-screen; S2 cells (HEK-293 line with an ATXN2-luciferase reporter) viability, CellTiter-Fluor protease fluorescence, 24 h; 400,000 compounds, 0.49% hits; Potency, µM (top dose mostly 56.7 µM), most hits filed as cytotoxic; note: potency is the fitted concentration of half-maximal effect; nearly all actives have a fitted effect of over 40% in size
HT1080 IDH1KD tx – toxicity to HT-1080 IDH1 knockdown cells (counter line); HT-1080 IDH1 knockdown viability, ATP luminescence, 48 h; Potency, µM (highest dose often 46.1 µM), for inactives: at the highest dose activity, negative = toxicity, actives largely listed as cytotoxic; 360,000 compounds, 2% hits; AID 686971;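 note: potency is the fitted concentration of half-maximal effect; 0% = DMSO wells and -100% = cell-free medium wells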
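Luminescent ATP read-out (CellTiter-Glo, 10 min at room temperature) after 48 h compound exposure at 37 °C gave viability of IDH1-knockdown HT-1080 cells. Activity was normalised to DMSO and cell-free wells, then fitted as concentration-response curves.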
IL1B secr inh – blocks inflammasome-driven IL-1 beta release; THP-1 LPS/ATP IL-1B secretion, AlphaLISA, 16 h; active compounds read low; activity change, % at 57.5 µM; AID 743279; 360,000 compounds, 4.7% hits; in the data active = activity change below about -50%; inconclusive = mostly about -30% to -49%; note: % is set by controls: 0 for no effect and ±100 for the full control effect
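THP-1 cells pretreated 1 hr with compounds (up to 57.5 uM final), then stimulated with LPS (250 ng/mL final) plus ATP (1.25 mM final); secreted IL-1B measured by AlphaLISA after 16 hr, decreased signal indicating inhibition.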
HepG2 tox – kills HepG2 cells in TGF-b inhibitor counter-screen | Potency, µM (titrated, usually from 46.1 µM), inactives show at the highest dose activity change, negative = cytotoxicity, hits mostly cytotoxic | AID 588856 | HepG2 CAGA-GFP viability, ATP luminescence, 18 h | 410,000 compounds, 0.76% hits; note: potency is the fitted concentration of half-maximal effect; some results filed as inactive show a strong effect at the top dose
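CellTiter-Glo luminescence gave cytotoxicity after 18 hours at 37 degrees C. The cells were HepG2 CAGA-GFP in 1% FBS DMEM, stimulated with 500 pg/mL TGF-beta after compound addition. %Activity was normalised to no-cell wells (complete cell-killing) and DMSO (no toxicity), and curves were fitted and classified.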
KB-3-1 tox – KB-3-1 parental cell cytotoxicity; KB-3-1 viability, CellTiter-Glo ATP luminescence, 72 h; Potency, µM (series often up to 46.1 µM), inactives show at the highest dose activity change, negative = cytotoxic, usual class: cytotoxic; 400,000 compounds, 1.4% hits; note: potency is the fitted concentration of half-maximal effect; % is set by controls: 0 for no effect and ±100 for the full control effect; nearly all actives have a fitted effect of over 60% in size
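72 h, 37 °C compound treatment of KB-3-1 parental cells; CellTiter-Glo added, 10 min, luminescence read. Data corrected against DMSO-only plates and normalized before curve fitting.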
SW480 rerep – inducers of DNA re-replication in SW480 colon cancer cells; SW480 DNA re-replication, Hoechst DNA content imaging, 48 h; Potency, µM (titrated, usually from 46.1 µM), for inactives: top-dose re-replication activation, most hits filed as activators; 340,000 compounds, 1.8% hits; AID 624297; note: potency is the fitted concentration of half-maximal effect; % of control where 0% means no effect; nearly all actives have a fitted effect of over 55% in size
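Hoechst fluorescence of nuclei (405 nm excitation, 500-530 nm emission) measured by plate-scanning imager after 48 hr compound exposure at 37 C; re-replication scored as increased number of nuclei with elevated intensity.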
MCF10A rerep – DNA re-replication induction in MCF 10a cells; MCF 10A DNA re-replication, Hoechst nuclear intensity, 48 h; Potency, µM (doses to about 46.1 µM), without a hit: at the top dose activity, positive = re-replication, most hits filed as activators; 350,000 compounds, 2.9% hits; note: potency is the fitted concentration of half-maximal effect; % of control where 0% means no effect; nearly all actives have a fitted effect of over 50% in size
HT1080-NT tox – kills 2HG-producing HT-1080-NT fibrosarcoma cells; Potency, µM (highest dose often 46.1 µM), without a hit: at the top dose activity, negative = less viability, usual class: cytotoxic; HT-1080-NT fibrosarcoma viability, CellTiter-Glo ATP luminescence, 48 h; 360,000 compounds, 1.6% hits;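 note: NT is the 2HG producing partner of a matched IDH1 knockdown line; potency is the fitted concentration of half-maximal effect; 0% = DMSO-treated cells and -100% = media-only wells without cells; nearly all actives have a fitted effect of over 55% in size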
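Compounds were tested in concentration-response format on HT-1080-NT cells for 48 hours at 37 degrees C. Cell viability came from CellTiter-Glo luminescence; curves were classified by r2, response magnitude and activity.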
ATXN2 expr inh – inhibitors of ATXN2 expression | HEK-293 ATXN2-luciferase reporter, luminescence, 24 h | Potency, µM (doses to about 57 µM), for inactives: at the highest dose activity change, negative = inhibition, actives largely listed as inhibitors | 360,000 compounds, 0.72% hits | AID 1745845; note: potency is the fitted concentration of half-maximal effect; % is set by controls: 0 for no effect and ±100 for the full control effect; nearly all actives have a fitted effect of over 55% in size
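ATXN2-luciferase reporter cells (luciferase flanked by upstream and downstream ATXN2 gene portions) were treated 24 h at 37 °C with compounds at up to 57 uM. SteadyGlo luminescence gave expression; GF-AFC fluorescence gave viability.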
An asterisk follows results filed as active; i = inactive; u = inconclusive; x = no result given; & = joins results of further samples; [ ] = dose if it differs, or a comment. Unless noted, calls come from the whole dose curve; as a rule, active = well fitted curve in the direction sought with a large enough effect; inconclusive = small, poorly fitted or top-dose-only effect, or another doubt; inactive = no such curve, though single readings can be large; an effect the other way counts as inactive or inconclusive.

Under each structure: ATXN viability | HT1080 IDH1KD tx | IL1B secr inh | HepG2 tox | KB-3-1 tox | SW480 rerep | MCF10A rerep | HT1080-NT tox | ATXN2 expr inh
CC1Cc2ccccc2N1C(=O)CNc1ccccc1N1CCCCC1 (stereo unspecified)
  i | -2% | 13 | 4% | -3% | 2% | 9% | 4% | 2%
Cc1cc(C)n(-c2ccc(C(F)(F)F)cc2[N+](=O)[O-])n1
  i | u | 7 | 19% | 7% | -8% | -2% | 11% | 17%[11.3 µM]
CN(C)S(=O)(=O)c1cccc(C(=O)OCC(=O)NCc2ccc3c(c2)OCO3)c1
  i | 8% | -2 | 11% | 22% | -13% | -20% | 23% | 7%
CCCc1cc(NCCN(C)C)n2c(nc3ccccc32)c1C#N
  i | 5% | -10 | -9% | 9% | 2% | 18% | 2% | x
CCOc1ncccc1C(=O)OCC(=O)N1CCN(S(=O)(=O)c2ccccc2)CC1
  i | 21% | 15 | -11% | 0% | 1% | 0% | 15% | 5%
COc1ccc(C2C(C(=O)c3sc(C)nc3C)=C(O)C(=O)N2CCN2CCOCC2)cc1 (stereo unspecified)
  i | 3%[9.24 µM] | 18 | 4% | -5% | -10% | 8% | 17% | 5%
Cc1c(-c2nn(C)c(=O)c3ccccc23)oc2ccc(F)cc2c1=O
  i | -10% | 75 | 2% | 9% | -11% | -3% | -16% | 4%
N#Cc1ccc(C(=O)Nc2cc(C3CC3)nn2-c2ccccc2)cc1
  i | -1% | -1 | -22% | -1% | -7% | -1% | -3% | -4%
COc1cc(C(=O)NCc2ccccc2)cc(Br)c1OC
  i | 6% | -29 | -7% | 7% | -7% | 0% | 10% | -7%
Cc1cccc(CN(C)CCc2ccccn2)c1
  i | 3% | 8 | -2% | 3% | -14% | 2% | 17% | -6%
CC(C(=O)OCC(=O)Nc1cccc(S(=O)(=O)N2CCOCC2)c1)N1C(=O)c2ccccc2C1=O (stereo unspecified)
  i | -13% | 2 | -23% | -2% | -1% | -3% | -2% | -3%
CC(C)(C)c1ccc(Oc2cccc(C3CC(=O)C(C4NCCc5ccccc54)C(=O)C3n3cncn3)c2)cc1 (stereo unspecified)
  i | -8% | -4 | -8% | -1% | 2% | u | -5% | -3%
COc1cc(CN(C)Cc2ccccc2)cc(OC)c1O
  i | 6% | 20 | -22% | -3% | -8%[9.22 µM] | 18% | 1% | -3%
CN(Cc1nc2ccccc2c(=O)[nH]1)C(=O)c1cc(C2CC2)nn1-c1ccccc1
  u | -1% | 22 | 11% | 5% | 9% | 0% | -13% | -11%
O=C(O)CCCC(=O)Nc1ccc(Oc2ncnc3cc(Cl)ccc23)nc1
  i | 3% | -5 | 4% | -1% | -4% | 8% | 5% | -19%
CN(C)c1ccc(-c2sc(Nc3ccccc3)n[n+]2-c2ccc(F)cc2)cc1
  i | -4% | 44 | -20% | 0% | -4% | 4% | -2% | 10%
COc1ccccc1NCC(=O)c1ccc(C)c(C)c1
  i | 4% | -8 | -17% | 2% | 3% | -15% | -7% | 11%
Cc1ccc(C(c2cc(Cl)c3cccnc3c2O)N2CCN(C)CC2)cc1 (stereo unspecified)
  i | u | 45 | -3% | u | u | 11% | u | u
O=C(Cn1cc(C(=O)c2ccco2)c2ccccc21)Nc1ccccc1
  u | -27% | -11 | 3%&-10% | 2%&6% | 3% | -3% | -9% | -21%&0%
Cc1c(NC(=S)NC(NC(=O)C(C)(C)C)C(Cl)(Cl)Cl)c(=O)n(-c2ccccc2)n1C (stereo unspecified)
  i | -4% | 2 | -1% | 0% | 0% | -40%[inhibitor] | -3% | -11%
Clc1cccc(Cn2ncc3ccccc32)c1
  i | 0% | 24 | -3% | -2% | 1% | 11% | 1% | x
COc1cccc(C(=O)Nc2nc(-c3nnn(-c4cc(C)ccc4C)c3C)ns2)c1
  i | x | x | -12% | u | x | x | x | 8%
CCOC(=O)CN[C@H]1CCC2C3CC=C4C[C@@H](O)CC[C@]4(C)C3CC[C@@]21C (stereo partly specified)
  i | 12% | -5 | -20% | 18% | -7% | 4% | 8% | -16%
COCCNC(=O)/C(C#N)=C/c1ccc(OCc2ccccc2)cc1
  i | -7% | u | -49% | -13% | -15% | 11% | u | 12%
O=C(c1cnc(-c2ccc(Cl)cc2)s1)c1ccc(Cl)cc1Cl
  i | -1% | -5 | -1% | -5% | 1% | 7% | 2% | 2%
Cc1occc1C(=O)NNS(=O)(=O)c1ccc(Cl)cc1
  i | 5% | 1 | -3% | -3% | -8% | -1% | 3% | -4%
Fc1cccc(NC(=S)NCc2cccnc2)c1
  i | 0% | 23 | 3% | 6% | -11% | -8% | -14% | 0%
COc1ccc2c(C)cc(N3CCN(c4ccc(F)cc4)CC3)nc2c1
  i | -2% | 16 | -54% | 0% | 25% | -7% | -25% | -6%
O=C1c2oc3ccccc3c(=O)c2C(c2ccccn2)N1Cc1ccccc1 (stereo unspecified)
  i | 3% | 2 | 3% | 21% | -2% | 8% | 14% | 15%
CCOC(=O)Cn1c(=O)n(CC2CCCO2)c2nc(-c3ccc(CC)cc3)nc(C(N)=O)c21 (stereo unspecified)
  i | x | x | 7% | -21% | x | x | x | 34%
O=C(O)CSc1cc(NS(=O)(=O)c2cccc([N+](=O)[O-])c2)c2ccccc2c1O
  i | 18µM* | -86* | -95% | u | 21µM* | 2.1µM* | 13µM* | u
CCOC(=O)C1CCN(C(=O)CCNS(=O)(=O)c2ccc(C)cc2)CC1
  i | 1% | 22 | -28% | 10% | -16% | 0% | 8% | x
O=C(CCCSc1nc2ccccc2c(=O)[nH]1)c1ccccc1
  x | -8% | 43 | -7% | -2% | -1% | 14% | u | 3%
Cc1nc(SCc2ccc(F)cc2)n[nH]1
  i | -2% | 14 | 10% | 6% | 0% | -8% | -10% | 37%[activator]
Cc1ccc(OCC(=O)NNC(=O)C2CCCO2)c(C)c1 (stereo unspecified)
  i | 3% | -5 | -11% | -4% | 7% | -52%[inhibitor] | -4% | 9%
CC(C)(C)C(=O)C[n+]1ccccc1
  i | 1% | 7 | 14% | -2% | -2% | -7% | 8% | 0%
O=C(Nc1ccc(F)cc1)c1cccnc1N1CCOCC1
  i | 12% | -8 | -36% | 8% | -3% | 13% | 23% | 4%
COc1ccc(S(N)(=O)=O)cc1C(=O)NCCCN1CCN(c2ccccc2OC)CC1
  i | 11% | -6 | 12% | 12% | -2% | 5% | -1% | 1%
NC(N)=NC(N)=Nc1cccc2ccccc12
  i | 9% | -7 | 9% | -5% | 2% | 0% | 10% | -10%
NC(=O)c1ccc(Cn2c(C(=O)c3ccc(Cl)cc3)c3ccccc3[n+]2[O-])cc1
  i | 0% | 30 | 3% | -9% | -20% | 11% | 0% | 1%
O=C(Nc1ccccc1F)N1CCC(NC(=O)C23CC4CC(CC(C4)C2)C3)CC1
  i | 0% | 29 | 4% | -2% | 3% | 9% | 5% | 0%
Cc1cccc(N(C(=O)CCC(=O)Nc2cc(C)on2)C(C(=O)NC2CCCC2)c2ccc(C)o2)c1 (stereo unspecified)
  i | -8% | -1 | 3% | -21% | -13% | 17% | -6% | 2%
CCSc1nsc(NC(=O)Nc2cccc(OC)c2)n1
  i | u | -97* | -30% | u | 24% | 2% | u | -27%
COn1c(=O)c(-c2ccc(C)cc2)[n+]([O-])c2ccccc21
  i | 7% | 12 | 0% | 1% | -12% | -2% | 16% | x
CCOC(=O)c1ccc2c(c1)nc(SCC(=O)N1CCCCC1)n2CC
  i | -1% | -28 | -13% | -10% | -1% | 18% | 2% | 2%
Cc1cc(C(F)F)n2ncc(C(=O)NCCc3ccc(Cl)cc3)c2n1
  i | -10% | -8 | -38% | 2% | -4% | 29% | -3% | 2%
C=CC(C)n1c(Br)nc2c1c(=O)[nH]c(=O)n2C (stereo unspecified)
  u | 0% | 0 | 2% | 2% | -1% | 4% | 0% | 4%
CCCCn1c(N)c(N(CCOC)C(=O)c2ccc(S(=O)(=O)N3CCCCCC3)cc2)c(=O)[nH]c1=O
  i | 7% | -1 | -12% | 7% | -2% | -1% | 7% | 1%
O=C(CSC1=NS(=O)(=O)c2cc(F)ccc2N1)Nc1ccccc1
  i | -8% | 9 | 2% | -4% | -27% | u | -15% | -2%
Cc1ccc(C)c(CS(=O)(=O)c2cn(CC(=O)N3CCCCC3)c3ccccc23)c1
  u | 0% | 7 | 5% | 2% | -6% | 1% | 9% | 0%
COc1c(NC(C)=O)c2ccccc2c2ccccc12
  i | 11% | -3 | 1% | 3% | 10% | 3% | 15% | -11%
CCN(Cc1ccccc1)S(=O)(=O)c1ccc(-c2coc(C)n2)cc1
  i | x | x | -33% | -6% | x | x | x | -11%
COc1ccc(NC(=O)c2ccccc2Oc2ccccc2)cc1
  i | 3% | -20 | -48% | 4% | -3% | 0% | 12% | x
COCCCNC(=O)Cn1c(=O)n(CCCCCC(=O)Nc2ccccc2)c(=O)c2sccc21
  i | -5% | 36 | -28% | -1% | -40%[inhibitor] | -84%[inhibitor] | -3% | 4%
COc1ccc(NC(=O)C2c3ccccc3OCC(=O)N2CCc2ccccc2)cc1 (stereo unspecified)
  i | 7% | 33 | x | 12% | x | x | 10% | 2%
COc1ccc(-c2cc(C(=O)NCCN3CCOCC3)c3ccccc3n2)cc1OC
  i | 12% | 0 | -24% | 2% | -10% | -3% | -4% | 1%
O=C(Nc1cccc(C(F)(F)F)c1)C1CC(=O)N(CCc2ccccc2)C1 (stereo unspecified)
  u | 3% | -17 | -19% | -4% | 6% | -14% | 0% | x

By substructure: the entries above containing a nitro group on carbon (2)
Under each structure: ATXN viability | HT1080 IDH1KD tx | IL1B secr inh | HepG2 tox | KB-3-1 tox | SW480 rerep | MCF10A rerep | HT1080-NT tox | ATXN2 expr inh
Cc1cc(C)n(-c2ccc(C(F)(F)F)cc2[N+](=O)[O-])n1
  i | u | 7 | 19% | 7% | -8% | -2% | 11% | 17%[11.3 µM]
O=C(O)CSc1cc(NS(=O)(=O)c2cccc([N+](=O)[O-])c2)c2ccccc2c1O
  i | 18µM* | -86* | -95% | u | 21µM* | 2.1µM* | 13µM* | u
